From PubChem
MITF TRPM1 HTS: MITF TRPM1 promoter activation in melanoma cells. SK-MEL-5 TRPM1-promoter luciferase, 24 h; % of positive control, neutral wells = 0. activation, % at 12.5 µM. 300,000 compounds, 0.75% hits. AID 588334;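 active = mean activation of at least 80% with every replicate also reaching 80%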;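 also: 0% = neutral control wells and 100% = parthenolide positive control wells; values of inactives mirror those of a sister screen read the other way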
HTR5A ag: activates human HTR5A in OPRM1-OPRD1 agonist counter-screen; HTR5A agonist assay, luminescence, cell-based; AID 504692; activation, % at 9.3 µM; 340,000 compounds, 0.61% hits; in the data active = activation mostly above about 9.5%, no sharp cut-off; inactive = mostly below about 7.6%;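 also: 0% = cells with vehicle only and 100% = reference agonist; strong numbers were not always called active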
Target sequence (P47898 whole entry, looked up): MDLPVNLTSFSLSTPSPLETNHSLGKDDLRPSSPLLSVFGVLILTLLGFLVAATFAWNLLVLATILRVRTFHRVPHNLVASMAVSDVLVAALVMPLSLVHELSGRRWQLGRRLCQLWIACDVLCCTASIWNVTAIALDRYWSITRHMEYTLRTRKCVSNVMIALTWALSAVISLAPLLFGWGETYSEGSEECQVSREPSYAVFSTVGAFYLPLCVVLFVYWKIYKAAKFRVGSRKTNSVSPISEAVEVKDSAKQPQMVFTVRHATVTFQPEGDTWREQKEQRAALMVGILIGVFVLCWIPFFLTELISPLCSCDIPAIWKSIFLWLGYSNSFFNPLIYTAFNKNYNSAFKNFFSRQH
CDK5 inh: inhibitors of human CDK5/p35 kinase | Q00535+Q15078 | Recombinant CDK5/p35, ADP-Glo luminescence, 60 min | inhibition, % at 10 µM | 330,000 compounds, 0.01% hits;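 active = highest replicate inhibition of at least 50% and at least 75% of replicates reaching 50%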;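 also: plate controls were DMSO neutral control for no effect and GW8510 at 10 µM for full effect; many of its hits are not listed in these tables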
PvdQ inh: P. aeruginosa PvdQ acylase inhibition | AID 488965 | 340,000 compounds, 0.063% hits | purified PvdQ acylase, fluorescence plate reader | inhibition, % at 10 µM; in the data active = inhibition above about 30%, passing the limit was not always enough;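 also: 0% = vehicle neutral wells and 100% = reference inhibitor wells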
SR-BI HDL uptake: inhibitors of mouse SR-BI mediated HDL lipid uptake; Q61009; ldlA[mSR-BI] CHO cells, DiI-HDL uptake fluorescence, 3 h; inhibition, % at 12.5 µM; 320,000 compounds, 0.96% hits;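 active = mean replicate inhibition of at least 70% and a set share of replicates each scoring 70 or more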;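 also: 0% = median of neutral control wells and 100% = median of positive control wells; values of inactives mirror those of a sister screen read the other way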
Target sequence (Q61009 whole entry, looked up): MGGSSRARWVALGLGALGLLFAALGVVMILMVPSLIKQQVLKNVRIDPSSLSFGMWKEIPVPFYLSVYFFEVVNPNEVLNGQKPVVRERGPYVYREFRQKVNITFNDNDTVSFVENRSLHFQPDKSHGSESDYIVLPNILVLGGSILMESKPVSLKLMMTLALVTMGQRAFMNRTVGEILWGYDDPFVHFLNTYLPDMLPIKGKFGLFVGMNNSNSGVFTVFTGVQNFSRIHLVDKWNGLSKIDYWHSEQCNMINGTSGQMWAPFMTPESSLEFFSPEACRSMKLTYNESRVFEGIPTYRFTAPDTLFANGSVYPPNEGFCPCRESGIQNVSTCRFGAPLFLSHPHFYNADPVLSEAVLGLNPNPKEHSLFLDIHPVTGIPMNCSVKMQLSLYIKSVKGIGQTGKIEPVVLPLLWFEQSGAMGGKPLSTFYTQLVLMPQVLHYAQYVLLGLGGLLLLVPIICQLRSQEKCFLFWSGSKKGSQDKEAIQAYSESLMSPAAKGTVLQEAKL
HTR5A inv ag: HTR5A inverse agonism, opioid heterodimer counter-screen; HTR5A cell line, luminescence; 340,000 compounds, 0.083% hits; P47898; inhibition, % at 9.3 µM; in the data active = inhibition mostly above about 23%, no sharp cut-off; inactive = mostly below about 18%;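 also: 0% = cells with DMSO and 100% = no-cell wells with DMSO; some compounds called inactive have numbers as strong as hits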
dFosB act: activators of mouse delta FosB homodimer. P13346. 340,000 compounds, 0.99% hits. activation, % at 25 µM. purified delta FosB, TAMRA-CDK5 oligo fluorescence polarization; percent of positive-control signal above neutral wells;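 active = mean activation above about 17%, with every replicate also reaching it, limit read from the data, passing the limit was not always enough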;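 also: fluorescence polarization rise as delta FosB binds a TAMRA Cdk5 AP-1 oligo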
Wnt act: Wnt/beta-catenin pathway activation; 300,000 compounds, 1.2% hits; AID 743398; activation, % at 9.35 µM; Wnt/beta-catenin reporter cell assay, activator, plate reader; in the data active = activation above about 30%, passing the limit was not always enough;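 also: 0% = neutral control wells and 100% = positive control wells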
NSD2 inh: blocks human histone methyltransferase NSD2; O96028; NSD2 peptide methylation, AlphaScreen, 120 min; inhibition, % at 12.5 µM; 310,000 compounds, 0.54% hits; in the data active = inhibition above about 50%
V-ATPase pHluor: regulators of yeast V-ATPase proton transport; S. cerevisiae, pHLuorin cytosolic pH fluorescence; response, % at 10 µM; 350,000 compounds, 0.37% hits; in the data active = response mostly above about 7.3%, no sharp cut-off; inactive = mostly below about 5.4%; also: actives read high; inactives centre near 0; some compounds called inactive have numbers as strong as hits; reference of the scale not given here
* marks the source's active call; other numbers are inactive results; . = not tested or not shown; & = joins results of further samples. Only part of the results is shown; the hit share may differ from the screen's.

SMILES	MITF TRPM1 HTS	HTR5A ag	CDK5 inh	PvdQ inh	SR-BI HDL uptake	HTR5A inv ag	dFosB act	Wnt act	NSD2 inh	V-ATPase pHluor
CCOc1ccc(C2SCC(=O)Nc3c2c(=O)[nH]n3C2CCCCCC2)cc1 (stereo not given)	-9.2	-0.9	-0.5	-5.9	9.7	2.4	2.1	-1.0&-4.5	2.3	-0.3
S=C(NC1CCCCC1)N1CCC(c2cnc[nH]2)CC1	3.7	-2.8	-3.0	-5.9	.	-10.5	-3.0	-4.0	.	-0.5
CN1C(=O)NC(=O)/C(=C/c2ccc(C(=O)O)cc2)C1=O	0.2	3.8	3.9	2.6	.	28.8	-2.1	-0.7	22.7	5.2
C=CCn1c(O)c(C(CC)=Nc2cc(OC)ccc2OC)c(=O)[nH]c1=O	.	-1.0	-0.1	-6.9	21.4	-24.6	-3.7	.	47.6	4.5
O=C1NC2C(O)C(O)C(O)C(O)C2c2cc3c(c(O)c21)OCO3 (stereo not given)	-72.4	1.3	-0.6	-10.3	21.9	-5.0	-0.9	-24.4	-5.4	-4.2
O=[N+]([O-])c1ccc(NC2CCN(Cc3ccccc3)CC2)c2ccncc12	-20.2	.	-0.2	-11.3	-17.6	.	10.7	-2.0	1.0	1.9
CN1CC2([N+](=O)[O-])CC=C(Cl)C([N+](=O)[O-])(C1)C2 (stereo not given)	-7.6	3.1	1.0	-7.0	-6.4	-8.8	4.2	-1.4	-4.9	-3.4
CC(C)Oc1ccc(C2C(C#N)=C(N)Oc3c2c(=O)oc2ccccc32)cc1 (stereo not given)	.	-0.7	-1.4	-7.6	-0.1	17.5	4.6	-2.1	.	1.2

New compounds follow:
SMILES	MITF TRPM1 HTS	HTR5A ag	CDK5 inh	PvdQ inh	SR-BI HDL uptake	HTR5A inv ag	dFosB act	Wnt act	NSD2 inh	V-ATPase pHluor
CCN(C(=O)Oc1ccccc1)c1ccc(C(O)(C(=O)OC)C(F)(F)F)cc1 (stereo not given)	-0.1	2.0	-0.8	-1.8	19.2	5.7	-9.7	-1.1	-2.5	-3.1
Clc1ccc(CCNCc2ccncc2)c(Cl)c1	-1.5	-0.9	-1.5	-13.7	6.8	3.2	6.8	0.6	2.9	-0.1
CCC(C)NC(=O)c1c(N)n(CC2CCCO2)c2nc3ccccc3nc12 (stereo not given)	14.8	1.3	1.0	-20.8	-8.0	-9.5	-20.9	.	-1.6	0.9
COc1ccccc1C(=O)Nc1ccc2c(c1)CC1(C(=O)N(C)C(=O)N(C)C1=O)C1CCCN21 (stereo not given)	-10.3	1.7	1.3	-1.5	14.2	-6.8	-3.5	-4.3	3.5	-0.8
CCS(=O)(=O)CCSP(=O)(OC)OC	-8.8	-1.9	1.9	21.7	-9.9	7.3	0.5	1.1	-0.5	0.3
Oc1c(Br)c(Br)c(Br)c(Br)c1Br	-0.2	5.3	-2.0	10.3	4.5	-22.2	5.3	.	.	-5.6
O=c1[nH]c(=S)[nH]c(O)c1N=Nc1ccc2c(c1)OCO2	5.9	-4.3	-0.2	-1.5	-19.1	19.9	-3.4	7.1	6.6	4.2
O=S(=O)(c1ccc(Cl)cc1)c1ccc(Cl)cc1	0.6	2.5	-0.3	-10.1	9.3	-10.5	7.1	-1.0	.	1.0

Quoted at random: 5 compounds from above
SMILES	MITF TRPM1 HTS	HTR5A ag	CDK5 inh	PvdQ inh	SR-BI HDL uptake	HTR5A inv ag	dFosB act	Wnt act	NSD2 inh	V-ATPase pHluor
CN1CC2([N+](=O)[O-])CC=C(Cl)C([N+](=O)[O-])(C1)C2 (stereo not given)	-7.6	3.1	1.0	-7.0	-6.4	-8.8	4.2	-1.4	-4.9	-3.4
O=C1NC2C(O)C(O)C(O)C(O)C2c2cc3c(c(O)c21)OCO3 (stereo not given)	-72.4	1.3	-0.6	-10.3	21.9	-5.0	-0.9	-24.4	-5.4	-4.2
CCN(C(=O)Oc1ccccc1)c1ccc(C(O)(C(=O)OC)C(F)(F)F)cc1 (stereo not given)	-0.1	2.0	-0.8	-1.8	19.2	5.7	-9.7	-1.1	-2.5	-3.1
C=CCn1c(O)c(C(CC)=Nc2cc(OC)ccc2OC)c(=O)[nH]c1=O	.	-1.0	-0.1	-6.9	21.4	-24.6	-3.7	.	47.6	4.5
S=C(NC1CCCCC1)N1CCC(c2cnc[nH]2)CC1	3.7	-2.8	-3.0	-5.9	.	-10.5	-3.0	-4.0	.	-0.5

Later entries.
SMILES	MITF TRPM1 HTS	HTR5A ag	CDK5 inh	PvdQ inh	SR-BI HDL uptake	HTR5A inv ag	dFosB act	Wnt act	NSD2 inh	V-ATPase pHluor
COC(=O)C1=C(c2cccc(OCc3ccccc3)c2)C[C@@H]2CC[C@H]1N2C(=O)NCc1ccc(N(C)C)cc1	-10.2	-5.3	-0.4	3.3	6.1	13.4	-4.6	-3.6	.	3.6
COC(=O)C1=C(c2ccc(F)cc2OCc2ccccc2)C[C@@H]2CC[C@H]1N2C(=O)N1CCOCC1	-10.3	1.7	0.3	-11.0	-19.3	-4.5	-7.9	-4.4	.	-8.9
CC(=O)NC1CC2CCC(C1)N2 (stereo not given)	.	-1.0	2.9	0.0	7.4	0.8	5.8	-1.1	-1.4	-3.8
Oc1ccc2c3c1O[C@H]1[C@@H](O)CC[C@@]4(O)[C@@H](C2)N(CC2CCC2)CC[C@]314	-0.8&7.0	0.6&-2.8	-0.2&0.5	-4.8&6.7	5.0&1.7	-2.0&14.1	6.4&4.3	2.7&-2.9	.	5.4&-2.8
FC(F)(F)Oc1ccc(NC2=NCCCS2)cc1	22.5	-4.0	0.7	-16.2	.	15.0	-9.7	-1.7	7.8	1.8
CCOc1cc2c(cc1OCC)-n1cccc1C(c1cccc(OCC)c1O)NC2 (stereo not given)	-3.8	-2.3	-1.9	-6.1	9.1	8.9	-4.4	-1.6	11.5	3.2
COc1ccc([N+](=O)[O-])cc1N=Cc1c(O)n(CCc2ccccc2)c(=O)n(C(C)C)c1=O	-3.1	-0.5	-4.5	-4.5	50.9	1.4	-10.2	-5.7	3.0	-1.7
COC(=O)C1=C(c2ccc(C(C)=O)cc2)C[C@@H]2CC[C@H]1N2C(=O)NCc1ccc(F)cc1	7.2	1.5	0.0	-14.0	0.9	-2.3	-6.2	0.2	.	-1.5

Next part:
SMILES	MITF TRPM1 HTS	HTR5A ag	CDK5 inh	PvdQ inh	SR-BI HDL uptake	HTR5A inv ag	dFosB act	Wnt act	NSD2 inh	V-ATPase pHluor
Cc1c(C(c2ccccc2Cl)c2c(O)c3ccccc3oc2=O)c(=O)n(-c2ccccc2)n1C (stereo not given)	-2.1	3.7	.	-1.0	-28.6	-1.2	-2.2	-5.0	0.0	-0.9
CN1C(=O)N(C)C(=O)C2(Cc3cc([N+](=O)[O-])ccc3N(C)C2c2ccccc2)C1=O (stereo not given)	-10.6	-1.9	-0.7	-7.1	-14.0	7.0	-0.2	-1.6	1.0	-0.5
Cn1ccc(NC(=O)CCl)n1	-0.4	-1.8	-0.2	-10.5	-42.4	4.6	-0.1	-3.9	-2.1	-1.1
COc1cc2c(c(OC)c1OC)-c1ccc(O)c(=O)cc1C(NC(C)=O)CC2 (stereo not given)	-47.5	-2.1	2.6	8.7	-20.6	7.5	-5.7	-19.4	-0.8	-3.0
CCOc1ccc(-n2c(O)c(N=Nc3ccc([N+](=O)[O-])cc3)c(=O)[nH]c2=O)cc1	-18.0	4.9	-4.7	-13.4	-3.9	11.3	-7.3	-1.8	6.9	3.3
CC(C)CNP(=S)(c1ccccc1)C(C)(C)C (stereo not given)	-15.0	-2.2	0.7	-13.1	-0.5	3.9	4.5	-2.4	0.4	-2.6
CCCCCCC(=O)N/N=C/c1c(O)n(CCCC)c(=S)[nH]c1=O	1.3	1.0	1.6	-8.0	-4.4	-34.6	-15.8	-3.7	5.5	-1.6
O=c1[nH]c(=S)[nH]c(O)c1C(c1ccccn1)c1c(O)[nH]c(=S)[nH]c1=O	11.0	-0.6	-1.9	-1.3	-7.6	18.6	-4.7	-1.3	17.0	-1.6

(list continues)
SMILES	MITF TRPM1 HTS	HTR5A ag	CDK5 inh	PvdQ inh	SR-BI HDL uptake	HTR5A inv ag	dFosB act	Wnt act	NSD2 inh	V-ATPase pHluor
O=C1NC(=S)N(c2ccc(Cl)cc2)C(=O)/C1=C/N1CCN(C(=O)c2ccco2)CC1	-11.0	6.8	1.0	-24.7	9.9	-18.6	-6.2	9.8	0.8	0.7
CN(C)C(=O)Oc1ccc(Cl)c2cccnc12	-4.4	-2.4	1.5	-8.7	-7.5	6.3	-1.5	0.4	-5.0	-1.5
Cc1ccc(-n2c(O)c(C=NCc3ccccn3)c(=O)[nH]c2=S)cc1	.	0.9	-0.4	-6.3	-13.2	-2.8	-17.1	-0.2	0.3	-0.1
Cn1c(=O)oc(=O)c2ccccc21	-8.4	3.2	1.0	-5.8	-3.1	-11.4	1.6	-1.8	14.3	1.6
Cn1c(O)c(/C=N/c2ncccn2)c(=O)n(C)c1=O	-0.5	2.3	-4.7	-1.6	-12.7	-21.6	4.5	.	-2.8	-2.9
O=C(O)c1ccccc1NC(=O)N1C[C@H]2C[C@@H](C1)c1cccc(=O)n1C2	.	5.6	0.9	1.3	-15.1	-10.6	-2.3	3.3	.	1.6
COC(=O)C1=C(c2cc3ccccc3s2)C[C@@H]2CC[C@H]1N2C(=O)N1CCCC1	-4.0	14.3	-0.3	-11.5	2.1	-38.4	-3.2	-3.8	.	2.8
C=CCn1c(O)c(/C(C)=N/N2CCCCCC2)c(=O)[nH]c1=O	-7.6	-6.0	-0.1	-6.0	-12.9	15.7	-8.0	-3.0	2.0	0.4

Other compounds follow:
SMILES	MITF TRPM1 HTS	HTR5A ag	CDK5 inh	PvdQ inh	SR-BI HDL uptake	HTR5A inv ag	dFosB act	Wnt act	NSD2 inh	V-ATPase pHluor
COC(=O)C1=C(c2cc3ccccc3s2)C[C@@H]2CC[C@H]1N2C(=O)NCc1ccc(C(F)(F)F)cc1	1.5	-0.5	1.3	-9.4	18.0	1.2	-12.7	-3.3	.	-4.2
O=[N+]([O-])c1ccc(C2[C@H]3C(c4ccccc4)=NC4(CCCCC4)N23)cc1 (stereo not given in full)	-12.2	3.7	-1.0	9.6	5.3	19.8	4.7	4.4	5.3	2.4
CNCC(O)c1cccc(OC(=O)c2ccccc2C)c1 (stereo not given)	17.0	-2.5	1.2	11.7	-22.4	-2.0	-4.8	-0.5	28.1	-0.7
CC1CC(NC(=O)C2C3CCC(O3)C2C(=O)O)CC(C)(C)C1 (stereo not given)	1.5	1.0	0.3	13.6	0.4	40.8	0.1	.	-1.9	1.9
CC(=O)OC1CCC2(C)C(CC(=O)C3C2CCC2(C)C(OC(C)=O)CCC32)C1 (stereo not given)	12.2	2.8	1.7	16.5	13.6	-10.7	-3.6	1.9	-1.2	-3.2
